Rat MKP-3 inhibitors – inhibition of rat DUSP6 enzyme activity – biochemical, in vitro, primary screen (AID 425) | recombinant MKP-3 phosphatase activity, fluorescence; higher % means a stronger effect | inhibition, % at 20 µM, or IC50 in µM where a hit was titrated | actives 0.17% (n = 110,000); in the data active = inhibition above about 50%;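 note: plate controls were vehicle for no effect and reference inhibitor for full effect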
Hsp70 displacement – Hsp70 inhibitors, probe displacement, primary screen, biochemical, fluorescence polarization (AID 583); Hsp70 fluorescence polarization probe displacement, mP; higher % means a stronger effect; displacement, % at 20 µM, or IC50 in µM where a hit was titrated; actives 0.06% (n = 140,000); in the data active = displacement above about 50%;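 note: plate controls were vehicle for no effect and reference ligand for full effect; a part of the inactive calls stands beside numbers as strong as those of hits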
Numbers without * were called inactive; . = no result given. Some of the compounds tested, so the mix of outcomes need not match the whole.

SMILES | Rat MKP-3 inhibitors | Hsp70 displacement
O=c1oc2ccccc2n1CCc1ccccc1 | -5.4% | 0.8%
O=C(NN1CCOCC1)c1ccccc1F | -1.3% | -1.4%
Cc1ccc(S(=O)(=O)N(C)Cc2nc(-c3ccncc3)no2)cc1 | -12.8% | 4.5%
CCOc1ccc(N2CC(C(=O)Nc3ccccc3F)CC2=O)cc1 (centres undefined) | -1.7% | 1.6%
COc1ccc(N2C(=O)C=CC2=O)cc1 | 2.2% | 1.3%
Brc1ccc(CSc2nnnn2-c2ccccc2)cc1 | -0.6% | -2.8%
CCOC(=O)c1nn(-c2ccc(OC)cc2)c(=O)c2c(N)scc12 | -8.1% | 3.0%
COc1ccc(-c2nc3cc(NC(=O)c4ccc5c(c4)OCCO5)ccc3o2)cc1Cl | 3.9% | -7.6%
O=[N+]([O-])c1ccc2c(c1)C1C=CCC1C(c1ccc(F)cc1)N2 (centres undefined) | 7.6% | 7.4%
O=C(COc1ccc(Cl)cc1Cl)NNC(=O)CN1C(=O)/C(=C/c2ccc(Cl)cc2Cl)SC1=S | -0.4% | 0.4%
CC(=O)N=C(N)Sc1nc2ccccc2[nH]1 | -0.8% | -0.6%
CCc1nn(-c2cc(Cl)ccc2OC)c2c1C(=O)CCC2 | -6.8% | -5.4%
CCOC(=O)N1CCC(NC(=O)CCC(=O)c2ccccc2)CC1 | -8.4% | -6.1%
O=C(Nc1c[nH]c(=O)[nH]c1=O)c1ccc([N+](=O)[O-])cc1 | -0.1% | -5.2%
CCOC(=O)c1ccc(Nc2nc(C)cc(=O)[nH]2)cc1 | . | -4.2%
Cn1c(CN2CCCCC2)nc2cc(NC(=O)c3ccc(F)cc3)ccc21 | 2.1% | -5.9%
CCOc1ccc(C2CC(=O)NC(SCC#N)=C2C#N)cc1OC (centres undefined) | 4.2% | 0.6%
COC(=O)C1=C(C)N(CCc2ccc(OC)c(OC)c2)C(=O)/C1=C\N(C)C | . | -1.7%
COc1ccc(C(=O)N2CCN(Cc3c[nH]c4ccccc34)CC2)cc1OC | -3.9% | -1.1%
CCOc1ccccc1N(CC(=O)Nc1ccccc1C(=O)OC)S(C)(=O)=O | -9.0% | .
O=C(NCc1ccc(F)cc1)c1ccc(CS(=O)(=O)Cc2ccc(F)cc2)o1 | -1.4% | -1.2%
O=C1OC(c2cccc(Cl)c2)=N/C1=C\c1ccc(OC(=O)c2cccc([N+](=O)[O-])c2)cc1 | 1.6% | -2.2%
Cc1cccc(OC(=O)c2ccc3nccnc3c2)c1 | . | 2.2%
CN(C)C=Nc1ncc2c([nH]c3ccccc32)c1C#N | 0.2% | -1.3%
COc1ccc(Cl)cc1C(=O)NCc1ccco1 | 3.1% | -0.4%

13 structures already listed, sorted by molecular weight, low to high.
SMILES | Rat MKP-3 inhibitors | Hsp70 displacement
CC(=O)N=C(N)Sc1nc2ccccc2[nH]1 | -0.8% | -0.6%
Cc1cccc(OC(=O)c2ccc3nccnc3c2)c1 | . | 2.2%
COc1ccc(Cl)cc1C(=O)NCc1ccco1 | 3.1% | -0.4%
CCc1nn(-c2cc(Cl)ccc2OC)c2c1C(=O)CCC2 | -6.8% | -5.4%
CCOC(=O)N1CCC(NC(=O)CCC(=O)c2ccccc2)CC1 | -8.4% | -6.1%
CCOc1ccc(C2CC(=O)NC(SCC#N)=C2C#N)cc1OC (centres undefined) | 4.2% | 0.6%
Brc1ccc(CSc2nnnn2-c2ccccc2)cc1 | -0.6% | -2.8%
Cn1c(CN2CCCCC2)nc2cc(NC(=O)c3ccc(F)cc3)ccc21 | 2.1% | -5.9%
COC(=O)C1=C(C)N(CCc2ccc(OC)c(OC)c2)C(=O)/C1=C\N(C)C | . | -1.7%
COc1ccc(C(=O)N2CCN(Cc3c[nH]c4ccccc34)CC2)cc1OC | -3.9% | -1.1%
O=C(NCc1ccc(F)cc1)c1ccc(CS(=O)(=O)Cc2ccc(F)cc2)o1 | -1.4% | -1.2%
CCOc1ccccc1N(CC(=O)Nc1ccccc1C(=O)OC)S(C)(=O)=O | -9.0% | .
COc1ccc(-c2nc3cc(NC(=O)c4ccc5c(c4)OCCO5)ccc3o2)cc1Cl | 3.9% | -7.6%

(listing goes on)
SMILES | Rat MKP-3 inhibitors | Hsp70 displacement
Cc1ccc2c(c1)c1ccccc1n2COCc1ccccc1 | -2.4% | 0.7%
S=c1[nH]nc(-c2ccc(Cl)cc2)n1Cc1ccccc1 | . | -2.3%
O=C(Nc1cc(Cl)ccc1N1CCOCC1)c1cnccn1 | -2.1% | 7.6%
CC(C)(C)NC(=O)CN(C(=O)C1CSC(=O)C1)c1ccc2c(c1)OCCO2 (centres undefined) | -15.2% | -0.5%
O=C(/C=C\Nc1ccc(Br)cn1)c1ccc(Cl)cc1 | -1.4% | -0.4%
CC(=O)N(Cc1ccccc1)c1ncc2c(n1)c(=O)c(C#N)c1ccccn12 | -6.4% | .
Nc1c(C(=O)OCC2CCCO2)c2nc3ccccc3nc2n1C1CCCCC1 (centres undefined) | -0.5% | -1.3%
Cc1cc(Cl)ccc1OC(C)C(=O)NCCC1=CCCCC1 (centres undefined) | 2.9% | 0.7%
CCOC(=O)c1c(NC(=O)c2ccc(S(=O)(=O)N3CCCCCC3)cc2)sc2c1CCC2 | 4.8% | -4.6%
Cc1onc(-c2ccccc2Cl)c1C(=O)N1CCN(c2ccc([N+](=O)[O-])cc2Cl)CC1C (centres undefined) | 2.2% | -1.8%
Cc1c(C(=O)OCC2CCCO2)[nH]c2c1C(=O)CC(c1ccc(N(C)C)cc1)C2 (centres undefined) | -6.9% | -4.4%
O=C(N/N=C/c1ccccc1O)C12CC3CCC(CC(C3)C1)C2 | 0.4% | 0.9%
C=CCC1S/C(=N\N=C\c2ccc(Cl)cc2)NC1=O (centres undefined) | -1.3% | 0.3%
O=C(NCC1(c2ccccc2)CCCC1)C1(c2ccccc2)CCCC1 | . | 0.4%
O=C1CC(N2CCC(Cc3ccccc3)CC2)C(=O)N1c1cccc(Br)c1 (centres undefined) | 0.3% | 0.7%
Cn1ccnc1SCC(=O)Nc1ccc2nc(SCC(=O)NC3CC3)sc2c1 | -3.5% | .
CC(=O)N/C(=C\c1ccccc1)C(=O)N1CCCCCC1 | 2.5% | -1.4%
COc1ccc(C2/C(=C(\O)c3cc(C)ccc3C)C(=O)C(=O)N2CCN(C)C)cc1OC (centres undefined) | 0.2% | 7.3%
O=c1c2ccccc2nc(Cc2ccccc2)n1-c1cccc2ccccc12 | 1.3% | -3.8%
OCc1n[nH]c(CO)n1 | 6.6% | 3.2%
CCC(C)c1ccc(OCCOc2ccc(/C=C3/SC(=S)N(C)C3=O)cc2OC)cc1 (centres undefined) | 0.7% | -2.0%
Cn1nnnc1SCC(=O)c1c(N)n(C)c(=O)n(C)c1=O | -13.2% | 2.4%
CCOc1ccccc1-n1c(COc2ccc(C)cc2)nnc1SCC(N)=O | -5.9% | -5.3%
CCOc1ccc(/C=C/C(=O)N(C)Cc2ccccc2)cc1OC | -0.4% | -1.3%
CCOc1ccccc1OCCN(CC)CC | -2.8% | 3.0%

Additional records
SMILES | Rat MKP-3 inhibitors | Hsp70 displacement
COC(=O)c1ccc(NC(=O)NS(=O)(=O)c2ccc(C)cc2)cc1 | -3.6% | 6.3%
CCOC(=O)C1=C(C)NC(=O)NC1c1ccc(OCCO)c(OC)c1 (centres undefined) | -1.7% | 0.2%
c1ccc(-c2nnnn2CCOCCn2nnnc2-c2ccccc2)cc1 | -9.2% | -1.9%
O=C(O)CCc1c(C(=O)O)[nH]c2ccccc12 | . | -2.6%
CC(C)(C)n1nnnc1C(c1ccc(F)cc1)N(Cc1ccc(F)cc1)Cc1ccco1 (centres undefined) | . | 0.6%
C=CCOc1cccc(C2C(C(=O)c3ccc(C)o3)=C(O)C(=O)N2CCN(C)C)c1 (centres undefined) | -8.0% | 3.4%
O=C(O)c1ccc(N/N=C/c2ccc3c(c2)OCO3)cc1 | 2.4% | 0.6%
Cc1cccc(N2CCN(C(=O)CCNS(=O)(=O)c3ccc4c(c3)CCC(=O)N4)CC2)c1C | -4.8% | -2.2%
C/C(O)=C/C(N)=NC(=O)c1ccccc1 | 4.4% | 4.6%
COc1ccc(NC(=O)c2cccc(NC(=O)C3C4CC5OC(=O)C3C5C4)c2)c(OC)c1 (centres undefined) | -2.1% | -2.0%
Cc1nc2ccccc2n1CC(=O)N1CC(=O)Nc2ccccc21 | 0.9% | 10.0%
CCOc1ccccc1NC(=O)C(=O)NCCc1ccc(OC)c(OC)c1 | 1.5% | -4.0%
Clc1ccc(Cc2nn3c(-c4ccncc4)nnc3s2)cc1 | -8.3% | 0.2%
ONC(=Nc1ccc2c(c1)OCO2)C(=Nc1ccc2c(c1)OCO2)NO | -0.4% | 0.4%
COc1ccc(NC(=O)COc2ccc(C)cc2C)c([N+](=O)[O-])c1 | 1.6% | -3.1%
COc1cc([N+](=O)[O-])cc(/C=C2/C(=O)NC(=O)N(c3ccc(C)cc3)C2=O)c1O | 2.2% | 1.2%
Cn1c(=O)c2c(nc(NCc3ccco3)n2CCc2ccccc2)n(C)c1=O | 5.2% | 0.1%
CCOC(=O)C1CCN(C(=O)CCCCn2c(=O)[nH]c3ccccc3c2=O)CC1 | -5.9% | 1.0%
O=C(Nc1nn[nH]n1)c1cccc(Oc2ccccc2)c1 | 0.2% | 0.6%
COCCNC(=O)CN(C(=O)Cn1nnc2ccccc21)c1ccccc1 | -0.9% | 2.0%
CC(C)CC(=O)N1CCN(S(=O)(=O)c2ccc(F)cc2)CC1 | -8.8% | -3.4%
CN(C(=O)c1cccc(C#N)c1)c1nnc(C2CCCO2)s1 (centres undefined) | -20.1% | 2.7%
COc1ccccc1OCC(=O)N1CCN(c2ccccc2OC)CC1 | -7.7% | 6.2%
Cn1ncc2c(Nc3ccc(-c4ccccc4)cc3)ncnc21 | -5.8% | 0.2%
O=C(CSc1ncccn1)NCc1ccc(F)cc1 | -6.0% | -2.3%

Later entries.
SMILES | Rat MKP-3 inhibitors | Hsp70 displacement
CCc1ccccc1OCCCCCNCCO | 6.0% | -5.3%
Cc1cccc(-c2noc(CN(C(=O)c3c(-c4ccccc4Cl)noc3C)C(C)C)n2)c1 | -7.2% | 1.7%
COC(=O)c1nc(N)sc1-c1ccccc1 | 5.6% | 7.7%
Cc1cc(NCCOCCO)n2ncc(-c3ccc(Cl)cc3)c2n1 | -1.4% | -1.3%
CC1(C)N=C(SCC(=O)Nc2ccccc2)C(c2ccc(Cl)cc2)=N1 | . | 2.0%
O=C(Cn1c2ccccc2c(=O)c2ccccc21)N/N=C/c1cc([N+](=O)[O-])ccc1N1CCCC1 | 7.3% | 5.4%
Cc1ccc(-n2c(SCC(N)=O)nc3c([nH]c4ccccc43)c2=O)cc1 | -5.6% | 0.0%
c1ccc(-c2nc(NCc3ccco3)c3ccccc3n2)nc1 | -6.3% | -1.0%
Brc1cc(Br)c2nc(-c3cccs3)ccc2c1 | . | 0.5%
Cc1cccc(N2C(=O)C3C(c4ccccc4)C=CC(c4ccccc4)C3C2=O)c1C (centres undefined) | 0.0% | 7.7%
Cc1ccc(CNC(=O)C23CC4CC(CC(C4)C2)C3)cc1 | 4.0% | .
CCOC(=O)c1c(C)oc2ccc(NS(=O)(=O)c3cccs3)cc12 | . | 3.3%
Cc1csc(N(C)C(=O)CSc2nnc(COc3ccccc3C)o2)n1 | -1.9% | .
Cc1cc(C(=O)CSc2nnnn2-c2ccc(O)cc2)c(C)n1Cc1ccc2c(c1)OCO2 | -3.5% | .
O=C(O)CC1S/C(=N/N=C/c2ccc(-c3ccc(Cl)cc3[N+](=O)[O-])o2)NC1=O (centres undefined) | . | 0.8%
CC(=O)N1CCN=C1SCc1c(F)cccc1Cl | -6.8% | -0.2%
Cc1nnc(NC(=O)C2CCCN(S(=O)(=O)Cc3ccccc3)C2)s1 (centres undefined) | -0.8% | -3.9%
Cc1cccc(OCC(=O)Nc2cccc(Br)c2)c1 | 1.7% | 4.8%
O=C(NCCN1CCc2ccccc2C1)C1CC(=O)N(C2CCCC2)C1 (centres undefined) | -4.8% | -0.6%
Cc1ccc(S(=O)(=O)N2CCCCC2C(=O)N2CCN(c3ccccc3F)CC2)cc1 (centres undefined) | . | -1.2%
CCOC(=O)N1CCC(NC(=O)c2cc(C(=O)Nc3ccc(F)cc3F)ccc2CO)CC1 | -6.2% | 1.8%
O=C(Nc1cccc2ccccc12)c1ccc(-c2cccc([N+](=O)[O-])c2)o1 | -2.2% | 2.6%
CN(CCCNC(=O)c1ccc(N2CCCC2=O)cc1)c1ccccc1 | -6.8% | 8.7%
CCOC(=O)C1C(c2ccc(C)o2)NC(=O)NC1(O)C(F)(F)F (centres undefined) | 1.4% | 1.2%
CCCCOC(=O)c1cccc(NC(=O)/C=C/c2ccc(OC)cc2)c1 | 2.0% | 1.8%

Going on with the list:
SMILES | Rat MKP-3 inhibitors | Hsp70 displacement
C=CCNC(=O)c1ccc(C(=O)c2ccccc2)cc1 | 28.1% | 1.0%
CC(C)(NC(=O)N1CCCC1)c1cccc(C(C)(C)NC(=O)N2CCCC2)c1 | 1.5% | -1.1%
O=C(CSc1nnc(-c2cccs2)n1Cc1ccco1)Nc1ccc2c(c1)OCO2 | 1.5% | 1.3%
COc1ccc(C2CC(c3ccccc3O)=NN2)cc1 (centres undefined) | 5.1% | -6.6%
Cn1c(/C=C/N2CCOCC2)c(C(=O)c2ccc(Br)cc2)c(=O)n(C)c1=O | 1.6% | 5.0%
CC(=O)c1cccc(NC(=O)c2ccc(N(Cc3ccc(C)cc3)S(C)(=O)=O)cc2)c1 | . | 3.9%
CCOC(=O)c1c(-c2ccccc2)[nH]c2ccc(O)cc12 | -1.9% | 3.5%
O=c1/c(=C/c2ccccc2OS(=O)(=O)c2ccccc2)sc2nc3ccccc3n12 | 6.0% | -4.3%
COC(=O)CC(=O)Cc1nc(N)nc(Nc2ccc(C)c(C)c2)n1 | -0.6% | 4.3%
CCc1ccc2oc(-c3cccc(NC(=O)c4ccccc4Br)c3)nc2c1 | 2.2% | -5.2%
COc1ccc(-c2cc(C(=O)Nc3c(C)nn(Cc4ccccc4)c3C)no2)cc1 | 7.9% | .
